Screens from PubChem BioAssay.
NPYLR7 ag: agonists of mosquito NPYLR7 receptor, primary screen, cell-based, Aedes aegypti, calcium fluorescence, mosquito biting behavior | Aedes aegypti neuropeptide Y-like receptor 7 (NPYLR7) | HEK293T NPYLR7/Galpha15, GCaMP6s calcium fluorescence | activation, % at 10 µM | actives 0.15% (n = 270,000); in the data active means activation above about 40%;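 further: 0% = vehicle and 100% = reference agonist at the receptor; some compounds past the cut are filed as inactive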
hcGAS lum: Primary biochemical luminescence assay for human cyclic GMP-AMP synthase inhibitors. inhibition, % at 12.5 µM. Q8N884. recombinant h-cGAS, ATP depletion, Kinase-Glo luminescence. AID 1259398, 2018. actives 0.081% (n = 290,000);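 further: 0% = vehicle reaction and 100% = reaction without DNA for no activity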
Target sequence (Q8N884 whole entry, looked up): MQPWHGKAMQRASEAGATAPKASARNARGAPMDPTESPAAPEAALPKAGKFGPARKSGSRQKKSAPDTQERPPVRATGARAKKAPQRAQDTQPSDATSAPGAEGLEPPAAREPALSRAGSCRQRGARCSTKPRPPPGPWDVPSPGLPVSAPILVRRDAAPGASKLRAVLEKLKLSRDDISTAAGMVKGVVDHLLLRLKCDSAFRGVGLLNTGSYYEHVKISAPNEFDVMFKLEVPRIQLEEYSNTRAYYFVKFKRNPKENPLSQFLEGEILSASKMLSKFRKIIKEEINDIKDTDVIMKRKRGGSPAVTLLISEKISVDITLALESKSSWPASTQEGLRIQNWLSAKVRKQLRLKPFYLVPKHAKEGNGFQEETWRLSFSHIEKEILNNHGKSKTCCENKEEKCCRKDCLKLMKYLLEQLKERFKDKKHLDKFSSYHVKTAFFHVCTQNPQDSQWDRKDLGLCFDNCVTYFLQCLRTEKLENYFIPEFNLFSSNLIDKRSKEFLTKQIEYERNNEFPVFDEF
mcGAS inh: cyclic GMP-AMP synthase inhibitors, mouse, primary biochemical chemiluminescence. Q8C6L5. recombinant cGAS, Kinase-Glo ATP depletion luminescence. inhibition, % at 12.5 µM. actives 0.15% (n = 160,000). AID 1259399, 2018;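 further: 0% = negative control wells and 100% = reference inhibitor with no enzyme activity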
Numbers without * were called inactive. Unless noted, no stated cut-off is given here; in the data, active means inhibition above about 40%; inactive means the rest. Rows were taken by chance. About 0.29% of those tested had a hit in this group.

`CCC1(CC)NC(=O)N(CC(=O)Nc2ccccc2C#N)C1=O` gave NPYLR7 ag 14, hcGAS lum -21 and mcGAS inh -3.
O=C(NCc1ccco1)NN=C1c2ccccc2-c2ccccc21 was read as NPYLR7 ag 3, hcGAS lum -5 and mcGAS inh -8.
For CC(Sc1nnc2n1CCCCC2)c1nnc(-c2ccc([N+](=O)[O-])cc2)o1 (stereo not given) the results were NPYLR7 ag -3 and hcGAS lum 4.
`Cn1nnc2c(SCc3ccc(F)cc3)ncnc21` gave NPYLR7 ag 1 and hcGAS lum -6.
NC(=O)NC(=O)CSc1ncnc2sc3c(c12)CCC3 was read as NPYLR7 ag 7 and hcGAS lum -8.
CC(NC(=O)c1ccc(C(C)(C)C)cc1)C(=O)C(C#N)C(=O)Nc1ccccn1 (stereo not given) was read as NPYLR7 ag -1 and hcGAS lum -2.
For Cc1c(C(=O)NC(C)c2cccc3ccccc23)cnc2c(-c3cccc(Cl)c3)cnn12 (stereo not given) the results were NPYLR7 ag 23, hcGAS lum -3 and mcGAS inh -7.
For NC(=O)c1nc(-c2cccs2)nc2c1[nH]c(=O)n2-c1ccccc1F the results were NPYLR7 ag -3, hcGAS lum -8 and mcGAS inh -7.
For S=C(Nc1ccccc1)Nc1nncs1 the results were NPYLR7 ag 2, hcGAS lum -5 and mcGAS inh -4.
`COCCN(Cc1cccn1C)C(=O)CN(CC(C)C)C(=O)Nc1ccccc1OC` gave NPYLR7 ag 20, hcGAS lum -12 and mcGAS inh -5.
Screening CN(Cc1cc(-c2ccncc2)no1)Cc1cnc(-c2ccccc2)s1 returned NPYLR7 ag 1, hcGAS lum -5 and mcGAS inh -18.
`O=C(Nc1ccc(OC(F)(F)F)cc1)c1cnn2c(C(F)(F)F)cc(-c3ccco3)nc12` gave NPYLR7 ag -4, hcGAS lum 2 and mcGAS inh 2.
For CCN(CC)C(=O)c1cc(-c2ccccc2)nc2ccccc12 the results were NPYLR7 ag 3, hcGAS lum -4 and mcGAS inh -5.
`CC(c1ccon1)N(C)Cc1cnc(S(=O)(=O)C(C)C)n1Cc1ccccc1F` (stereo not given) gave NPYLR7 ag -6 and hcGAS lum 4.
Screening CC(C)(CN1CCCC1)CN1CCN(Cc2cccc(F)c2)CC1 returned NPYLR7 ag 5 and hcGAS lum -5.
CNCCOc1ccc(Cl)c(Cl)c1 was read as NPYLR7 ag -7 and hcGAS lum 5.
Screening O=C(CN1CCc2sccc2C1c1cccc(F)c1)N1CCCN(S(=O)(=O)c2cc(Cl)ccc2Cl)CC1 (stereo not given) returned NPYLR7 ag 15, hcGAS lum -5 and mcGAS inh -4.
Screening O=C(NC1CCN(c2ccccc2C(=O)N2CCOCC2)CC1)c1ccc(F)cc1F returned NPYLR7 ag 5, hcGAS lum -1 and mcGAS inh -2.
Cc1nccn1Cc1nnc(C2CCN(CCCCO)CC2)n1C was read as hcGAS lum -9 and mcGAS inh -4.
`O=C(CSc1nnc(-c2ccco2)n1-c1ccc(F)cc1)c1cccc([N+](=O)[O-])c1` gave NPYLR7 ag 3, hcGAS lum -3 and mcGAS inh -5.

12 consecutive entries from above:
For NC(=O)c1nc(-c2cccs2)nc2c1[nH]c(=O)n2-c1ccccc1F the results were NPYLR7 ag -3, hcGAS lum -8 and mcGAS inh -7.
For S=C(Nc1ccccc1)Nc1nncs1 the results were NPYLR7 ag 2, hcGAS lum -5 and mcGAS inh -4.
`COCCN(Cc1cccn1C)C(=O)CN(CC(C)C)C(=O)Nc1ccccc1OC` gave NPYLR7 ag 20, hcGAS lum -12 and mcGAS inh -5.
Screening CN(Cc1cc(-c2ccncc2)no1)Cc1cnc(-c2ccccc2)s1 returned NPYLR7 ag 1, hcGAS lum -5 and mcGAS inh -18.
`O=C(Nc1ccc(OC(F)(F)F)cc1)c1cnn2c(C(F)(F)F)cc(-c3ccco3)nc12` gave NPYLR7 ag -4, hcGAS lum 2 and mcGAS inh 2.
For CCN(CC)C(=O)c1cc(-c2ccccc2)nc2ccccc12 the results were NPYLR7 ag 3, hcGAS lum -4 and mcGAS inh -5.
`CC(c1ccon1)N(C)Cc1cnc(S(=O)(=O)C(C)C)n1Cc1ccccc1F` (stereo not given) gave NPYLR7 ag -6 and hcGAS lum 4.
Screening CC(C)(CN1CCCC1)CN1CCN(Cc2cccc(F)c2)CC1 returned NPYLR7 ag 5 and hcGAS lum -5.
CNCCOc1ccc(Cl)c(Cl)c1 was read as NPYLR7 ag -7 and hcGAS lum 5.
Screening O=C(CN1CCc2sccc2C1c1cccc(F)c1)N1CCCN(S(=O)(=O)c2cc(Cl)ccc2Cl)CC1 (stereo not given) returned NPYLR7 ag 15, hcGAS lum -5 and mcGAS inh -4.
Screening O=C(NC1CCN(c2ccccc2C(=O)N2CCOCC2)CC1)c1ccc(F)cc1F returned NPYLR7 ag 5, hcGAS lum -1 and mcGAS inh -2.
Cc1nccn1Cc1nnc(C2CCN(CCCCO)CC2)n1C was read as hcGAS lum -9 and mcGAS inh -4.

The list continues:
Screening CN(Cc1nc2ccccc2s1)C(=O)Cn1nnnc1CN1CCCC1 returned NPYLR7 ag -2, hcGAS lum -1 and mcGAS inh -3.
Screening CN(CCC(=O)N1CC[C@@]2(O)CCCC[C@H]2C1)S(C)(=O)=O returned NPYLR7 ag -2 and hcGAS lum -4.
`Cc1ccc(CC2(CCC(=O)NCc3cc(C(F)(F)F)ccc3F)CCC(=O)N2)cc1` (stereo not given) gave NPYLR7 ag -3, hcGAS lum -9 and mcGAS inh -9.
Screening CCSCC(C)NCc1nncn1C1CCCCC1 (stereo not given) returned NPYLR7 ag 3 and hcGAS lum -7.
Screening O=c1c(Cl)c(N2CCC(n3ccnc3)CC2)cnn1-c1ccc(C(F)(F)F)cn1 returned NPYLR7 ag -3, hcGAS lum -7 and mcGAS inh -15.
For COc1ccc(-n2ncc(Oc3cccc(OC)c3)c(Nc3ccc(C(=O)NCCN4CCOCC4)cc3)c2=O)cc1 the results were NPYLR7 ag -4, hcGAS lum 2 and mcGAS inh -3.
Screening COc1ccc(N2C(=O)CSC23C(=O)Nc2ccc(Br)cc23)cc1 (stereo not given) returned NPYLR7 ag 14, hcGAS lum -9 and mcGAS inh -3.
For Cc1ccc(Cn2nnc3c(=O)n(CC(=O)c4ccc(Cl)cc4)cnc32)cc1 the results were NPYLR7 ag 8 and hcGAS lum 1.
For CCC(C)CN(CC(=O)N(Cc1ccccc1)Cc1ccc(C)s1)C(=O)Nc1ccc(C(C)C)cc1 (stereo not given) the results were hcGAS lum -5 and mcGAS inh -3.
`O=C(c1ccc(-c2ccn[nH]2)cc1)N1CCCC(CCc2ccc(F)cc2F)C1` (stereo not given) gave NPYLR7 ag 10, hcGAS lum -5 and mcGAS inh -15.
For COc1ccc2nc(-c3cccc(NC(=O)c4cc(C)cc(C)c4)c3)cn2n1 the results were NPYLR7 ag -4, hcGAS lum -6 and mcGAS inh -9.
For CCCCc1ccc(C(=O)Nc2ccc(N3CCc4ccccc4C3)c(C(=O)NCc3cccnc3)c2)cc1 the results were hcGAS lum -5 and mcGAS inh -3.
COc1ccccc1-c1onc(C)c1C(=O)NCCc1ccncc1 was read as NPYLR7 ag 11, hcGAS lum -6 and mcGAS inh -5.
For Cc1nnc(C2CCCN(C(=O)C(C)(C)C)C2)s1 (stereo not given) the results were NPYLR7 ag -5, hcGAS lum 0 and mcGAS inh -6.
`Cc1[nH]n(-c2ccccc2)c(=O)c1N=Nc1ccc(C(N)=O)cc1` gave NPYLR7 ag -6, hcGAS lum 2 and mcGAS inh 0.
Screening Cc1cc(-c2nnc(NC(=O)CCS(=O)(=O)c3ccc(F)cc3)o2)nn1C returned NPYLR7 ag -8, hcGAS lum -5 and mcGAS inh -11.
`O=C(O)[C@H]1C[C@@H](O)CCN1Cc1cccc(O)c1` gave NPYLR7 ag 1, hcGAS lum -3 and mcGAS inh -15.
For Cc1ccc(C)c(-c2cc(C(=O)NCCC(=O)NCc3ccc(F)cc3)no2)c1 the results were NPYLR7 ag 5 and hcGAS lum -8.
`Cc1cc(=O)oc2cc(Oc3nnc(-c4ccc(F)cc4)c4ccccc34)ccc12` gave NPYLR7 ag -3 and hcGAS lum 2.
For Fc1ccc(CN2CCC(Cc3ccc(-c4ccccc4)cc3)CC2)cc1C(F)(F)F the results were NPYLR7 ag 3, hcGAS lum -6 and mcGAS inh -6.
`Cc1ccc(-c2[nH]ncc2CNCc2cccc(OC(F)(F)F)c2)cc1C` gave NPYLR7 ag 21 and hcGAS lum -3.
Screening Cc1oc(-c2cccc(Cl)c2)nc1CN1CCC(=O)NCC1C (stereo not given) returned NPYLR7 ag 1 and hcGAS lum -8.
CN1CCC(Cc2noc(-c3cnn(Cc4ccccc4)c3)n2)CC1 was read as NPYLR7 ag 4 and hcGAS lum -2.
`O=C(OCCN1CCN(S(=O)(=O)c2ccccc2)CC1)c1ccc(Cl)cc1` gave NPYLR7 ag 8, hcGAS lum -2 and mcGAS inh -6.
Screening CN1CCCC(CCNC(=O)Cn2[nH]c(=O)ccc2=O)C1 (stereo not given) returned NPYLR7 ag -3 and hcGAS lum -9.
For Cc1ccccc1CC1(CO)CCCN(Cc2ccccn2)C1 (stereo not given) the results were NPYLR7 ag 4, hcGAS lum -2 and mcGAS inh -5.
Screening Nc1ccc(N2CCCC2)c(C(=O)NCCCN2CCOCC2)c1 returned NPYLR7 ag 7, hcGAS lum -6 and mcGAS inh -8.
CCCCn1c(SCC(=O)NCC2CCCO2)nc2c(-c3ccccc3)c[nH]c2c1=O (stereo not given) was read as NPYLR7 ag 3, hcGAS lum -4 and mcGAS inh -8.
`Nc1nc(SCc2ccc([N+](=O)[O-])cc2)[nH]c(=O)c1NC(=O)c1ccc(Cl)cc1` gave NPYLR7 ag -4, hcGAS lum 2 and mcGAS inh -7.
For CCN(CC)c1cccc(OCC2CN(C(=O)COc3cccc(C)c3C)CCO2)c1 (stereo not given) the results were NPYLR7 ag -6 and hcGAS lum 1.
Screening CCOC(=O)c1c(C)sc2c1N(C(=O)CN1CCOCC1)c1cc(Cl)ccc1S2 returned NPYLR7 ag 4 and hcGAS lum -9.
`CN(C)C(=O)c1nn(Cc2ccccc2)c2c1CN(C(=O)Cc1ccc3c(c1)OCO3)CC2` gave NPYLR7 ag 16, hcGAS lum -12 and mcGAS inh -6.
Screening CN(CC(=O)Nc1cccc([N+](=O)[O-])c1)S(=O)(=O)c1ccc(F)cc1 returned NPYLR7 ag -7 and hcGAS lum 3.
Cc1nc(-c2ccc(S(=O)(=O)NCCc3cccnc3)cc2)co1 was read as NPYLR7 ag 4 and hcGAS lum -5.
For COc1ccc2c(c1)CCc1c(-c3ccc(C(=O)NCc4ccsc4)cc3)n[nH]c1-2 the results were NPYLR7 ag 8, hcGAS lum -4 and mcGAS inh -6.
Screening CCOC1CC(NC(=O)NC2CCN(C3CC3)CC2)C12CCCC2 (stereo not given) returned NPYLR7 ag 2 and hcGAS lum -10.
For Cc1nc2c(-c3ccccc3)cnn2c(Cl)c1C the results were NPYLR7 ag -2, hcGAS lum -2 and mcGAS inh -6.
Screening COc1cccc(CSc2nnc(CNC(=O)Nc3ccc([N+](=O)[O-])cc3)n2-c2ccc(C)cc2)c1 returned NPYLR7 ag -2, hcGAS lum -1 and mcGAS inh 1.
Screening COCC(=O)N1CCN2C(=O)c3cc(-c4ccccc4F)ccc3NC(=O)[C@H]2C1 returned NPYLR7 ag -6, hcGAS lum -4 and mcGAS inh -9.
`CC(C)(C)OC(=O)NCC1CCCN(C(=O)Cc2ccc(O)cc2Cl)C1` (stereo not given) gave NPYLR7 ag 2 and hcGAS lum -11.
`COCCOC(=O)N1C[C@H](Oc2ccccn2)[C@H]2C[C@@H]1CC[C@H]2O` gave NPYLR7 ag 28, hcGAS lum -5 and mcGAS inh -9.
CCCCC(O)CN(Cc1ccccc1)Cc1c(-c2ccccc2)nn(C)c1Oc1ccc(C)cc1 (stereo not given) was read as NPYLR7 ag -3, hcGAS lum -4 and mcGAS inh -5.
`COCOc1ccc(-c2ncc(OCCN3CCCC3=O)nc2NC(=O)c2cc3ccccc3s2)cc1` gave NPYLR7 ag 1, hcGAS lum -3 and mcGAS inh -2.
Screening CCOC(=O)c1sc(C)nc1C returned NPYLR7 ag 4, hcGAS lum -1 and mcGAS inh -6.
`CCCn1cc(C(=O)NC2CCCN(c3nc4ccccc4s3)C2)c(C)n1` (stereo not given) gave NPYLR7 ag 25 and hcGAS lum -5.
Screening N#CCn1c(C[n+]2ccccc2)nc2ccccc2c1=O returned NPYLR7 ag 4 and hcGAS lum -6.
Screening COc1ccccc1CNC(=O)C1(S(=O)(=O)c2ccc(Cl)cc2)CCCC1 returned NPYLR7 ag 4, hcGAS lum -7 and mcGAS inh -17.
For O=C(c1ccc2c(c1)OCCO2)N1CCC(n2cc(CCO)nn2)CC1 the results were NPYLR7 ag 0 and hcGAS lum -9.
COc1cc(C(C)=O)ccc1OCC(O)CN1CCCC(C(F)(F)F)C1 (stereo not given) was read as NPYLR7 ag -1 and hcGAS lum -11.
COc1ccccc1-c1nc2cc(C)ccn2c1NC(=O)c1c(OC)cccc1OC was read as NPYLR7 ag -4, hcGAS lum -5 and mcGAS inh -5.
For COc1ccccc1-c1noc2nc(N(C)Cc3ccccc3)ccc12 the results were NPYLR7 ag 2, hcGAS lum -5 and mcGAS inh -7.
`C=CCOc1ccc(C2CC(=O)Nc3n[nH]c(C(=O)NC)c32)cc1CC=C` (stereo not given) gave NPYLR7 ag 7, hcGAS lum -2 and mcGAS inh -17.
Cc1noc(C)c1CCC(=O)NCc1cccnc1N1CCOCC1 was read as NPYLR7 ag 13 and hcGAS lum -10.
